Screening data (PubChem)
RGS12 GoLoco inh: inhibitors of human Gai1-RGS12 GoLoco interaction (red fluorophore); Gai1:RGS12 GoLoco peptide FP, rhodamine, 10 min; Potency, µM (doses to about 61.6 µM), for inactives: top-dose activity, negative = inhibition, hits mostly inhibitors; AID 880; 230,000 compounds, 0.44% hits; active means well fitted inhibition curve with a large enough effect, not every such curve was filed as active; inactive means no such curve, though single readings can be large or run the other way; further: on the % scale 0 is the no-effect control and ±100 the full control effect; nearly all actives have a fitted effect of over 30% in size; many of its hits are not listed in these tables
Target sequence (P63096 whole entry, looked up): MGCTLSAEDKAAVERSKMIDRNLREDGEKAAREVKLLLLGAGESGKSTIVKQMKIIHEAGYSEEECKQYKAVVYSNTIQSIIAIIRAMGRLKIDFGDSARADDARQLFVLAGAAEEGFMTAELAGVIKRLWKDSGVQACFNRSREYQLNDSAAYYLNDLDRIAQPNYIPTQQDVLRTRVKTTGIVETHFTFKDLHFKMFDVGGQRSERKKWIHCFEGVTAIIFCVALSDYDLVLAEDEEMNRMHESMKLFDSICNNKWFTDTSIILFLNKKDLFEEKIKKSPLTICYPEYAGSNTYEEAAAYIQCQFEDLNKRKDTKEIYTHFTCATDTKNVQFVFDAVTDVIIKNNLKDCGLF
KinaseGlo FLuc: blocks Kinase-Glo luciferase, a counter-screen artifact. AID 1379. Potency, µM (titrated, usually from 38.3 µM), without a hit: at the highest dose activity change, negative = inhibition, hits mostly inhibitors. 200,000 compounds, 0.28% hits. Q27757. Kinase-Glo luciferase, ATP luminescence, 8 min; further: on the % scale 0 is the no-effect control and ±100 the full control effect; nearly all actives have a fitted effect of over 60% in size
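Compounds were added to a substrate mix at pH 7.2 (50 mM imidazole, 10 uM ATP, within the enzyme's linear range), followed by Kinase-Glo detection reagent; luminescence was measured after 8 minutes at ambient temperature.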
RECQ1 helicase: blocks DNA unwinding by human RECQ1; RECQ1 DNA unwinding, red fluorescence kinetic read; Potency, µM (doses to about 57.3 µM), for the others: top-dose activity, negative = inhibition, hits mostly inhibitors; 240,000 compounds, 0.54% hits;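 further: plate controls were vehicle for no effect and no enzyme for full effect; nearly all actives have a fitted effect of over 30% in size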
Target sequence (P46063 whole entry, looked up): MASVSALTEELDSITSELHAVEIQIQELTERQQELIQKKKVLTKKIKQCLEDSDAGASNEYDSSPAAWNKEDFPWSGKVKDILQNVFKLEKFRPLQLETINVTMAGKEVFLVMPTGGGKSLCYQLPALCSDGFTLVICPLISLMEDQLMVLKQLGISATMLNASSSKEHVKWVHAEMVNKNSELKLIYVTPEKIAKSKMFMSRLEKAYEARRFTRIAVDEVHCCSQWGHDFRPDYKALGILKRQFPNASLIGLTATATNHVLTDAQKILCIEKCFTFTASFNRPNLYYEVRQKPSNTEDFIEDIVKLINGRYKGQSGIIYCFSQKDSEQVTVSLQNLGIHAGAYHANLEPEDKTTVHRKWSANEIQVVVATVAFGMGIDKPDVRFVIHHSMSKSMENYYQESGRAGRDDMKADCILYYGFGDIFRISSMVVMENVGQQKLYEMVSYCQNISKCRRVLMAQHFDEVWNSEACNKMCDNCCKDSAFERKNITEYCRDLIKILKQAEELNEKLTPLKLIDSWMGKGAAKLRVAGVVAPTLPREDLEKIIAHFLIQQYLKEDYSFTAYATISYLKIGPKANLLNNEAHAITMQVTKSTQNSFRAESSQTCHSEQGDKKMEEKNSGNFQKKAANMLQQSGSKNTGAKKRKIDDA
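50 nM RECQ1T1 preincubated 15 min with compound in Tris pH 8.0 buffer with MgCl2, DTT, Tween-20 and 2.5 ug/ml poly(dI-dC); started with 200 nM TAMRA/BHQ-2 forked duplex and 2 mM ATP. Unwinding read as fluorescence (525/598 nm), two reads 2 h apart.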
Epigenetic derep: derepresses silenced GFP reporter in murine cells | murine LDR cells, GFP reporter derepression, 30 h | Potency, µM (doses to about 53.9 µM), for the others: at the highest dose GFP activation, most hits filed as activators | 280,000 compounds, 0.2% hits | AID 1865; further: % of control where 0% means no effect; nearly all actives have a fitted effect of over 60% in size
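GFP-positive cell count by laser-scanning cytometry (objects 20–120 um) after 30 h, 37 C compound exposure of murine LDR cells; reporter is CMV-GFP integrated at a silenced locus, inducible by HDAC or DNMT inhibitors.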
IMPase Li inh: membrane-permeable IMPase blocker, potentiated with lithium. CHO-M1 cells, IP1 TR-FRET (IP-One), carbachol + lithium. Potency, µM (series often up to 59.4 µM), without a hit: at the top dose activity, negative = IMPase inhibition, actives largely listed as inhibitors. 210,000 compounds, 0.35% hits;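 further: IP1 builds up when IMPase is blocked and the TR-FRET signal falls; plate controls were basal vehicle for no effect and high inhibitor control for full effect; nearly all actives have a fitted effect of over 50% in size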
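Lithium-sensitised IP1 accumulation assay; M1-expressing CHO cells treated 30 min at 37C with compound. Competitive antibody detection by time-resolved FRET followed a 10 min room-temperature lysis step.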
KDM4E inh: blocks human JMJD2E demethylase activity; B2RXH2; JMJD2E catalytic domain, FDH-coupled NADH fluorescence (FDH is formaldehyde dehydrogenase); Potency, µM (top dose mostly 57.1 µM), for the others: at the top dose activity change, negative = inhibition, hits mostly inhibitors; 230,000 compounds, 1.6% hits; AID 2147; active means well fitted inhibition curve with a large enough effect, not every such curve was filed as active; inconclusive means small, poorly fitted or top-dose-only effect, or another doubt; inactive means no such curve, though single readings can be large or run the other way;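 further: 0% = wells with enzyme and -100% = buffer wells without enzyme; nearly all actives have a fitted effect of over 50% in size; many of its hits are not listed in these tables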
NPSR antagonist: antagonists of human neuropeptide S receptor cAMP signaling; Potency, µM (highest dose often 38.3 µM), for inactives: top-dose activity change, negative = inhibition, hits mostly inhibitors; CHO-NPSR cells, cAMP TR-FRET, antagonist mode; 220,000 compounds, 1% hits; Q6W5P4; further: on the % scale 0 is the no-effect control and ±100 the full control effect; nearly all actives have a fitted effect of over 50% in size; many of its hits are not listed in these tables
SMN2 splice up: enhancers of SMN2 splice variant expression. HEK293 SMN2-luciferase splicing reporter, luminescence, 30-36 h. Potency, µM (highest dose often 46.1 µM), inactives show at the top dose activity change, positive = activation, hits mostly activators. 210,000 compounds, 2.8% hits; further: % of control where 0% means no effect; nearly all actives have a fitted effect of over 55% in size
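HEK293 cells carry an SMN2 minigene-luciferase reporter in which exon 7 inclusion puts luciferase in frame. Cells were seeded at 2000 cells/well, attached for 10-12 hours, then exposed to compounds for 30-36 hours at 37C before ONE-Glo luminescence.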
* = called active by the depositor; i = inactive; u = inconclusive; x = no result given; & = joins results of further samples; [ ] = dose if it differs, or a comment. Unless noted, the call rests on the fitted dose curve; in most records, active means well fitted curve in the direction sought with a large enough effect; inconclusive means small, poorly fitted or top-dose-only effect, or another doubt; inactive means no such curve, though single readings can be large; an effect the other way counts as inactive or inconclusive. Potency means the concentration at half of the fitted maximal effect. An excerpt, so the mix of outcomes need not match the whole.

Sequence of screens – KinaseGlo FLuc, IMPase Li inh, RECQ1 helicase, SMN2 splice up, Epigenetic derep, NPSR antagonist, RGS12 GoLoco inh, KDM4E inh
COCCC(=O)N1CCCC(CCC(=O)NCc2ccc(F)c(F)c2)C1 (stereo unspecified)
    1%, -1%, 4%, x, 2.5%, -6%, 13%, -1%
O=C1CSC(=S)N1/N=C/c1ccc(Cl)c([N+](=O)[O-])c1
    x, x, u, x, 0.9%, -14%, 10%, -11%
COc1ccc(CCNC(=O)c2ccccc2Cl)cc1OC
    1%, -6%, i, x, -1.1%, -16%, -8%, 0%
C=C(C)Cn1cnc2cc(C)c(C)cc21
    -3%, 0%, -2%, -10%, -0.2%, 10%, 5%, 1%
O=C(NC1CCOC1)c1ccc(OC2CCN(CCc3ccccc3)CC2)cc1 (stereo unspecified)
    -1%, 19%, i, 2%, 0.4%, -12%, 13%, 8%
c1ccc(Cn2nnc3c(NCCN4CCOCC4)ncnc32)cc1
    -7%, 33%[38.3 µM], -8%, -4%, -1.0%, 8%[46.1 µM], -4%, -1%
CC1(C)C2CCC13CS(=O)(=O)N[C@@H]3C2 (stereo partly specified)
    18%, 23%[38.3 µM], -13%, x, -1.0%, -11%[46.1 µM], 4%, 3%
CN1CCC(N(C)C(=S)NC(=O)C23CC4CC(CC(C4)C2)C3)CC1
    -3%, -5%, 8%, 15%, -1.0%, 26%, 31%[activator], 1%
CC(=O)c1cccc(NC(=O)c2noc3c2CCc2ccccc2-3)c1
    -1%, -12%, -17%, 3.5µM*, 1.1%, 4%, 6%, -1%
COC(=O)c1coc(-c2ccc(OC)cc2)c1C(=O)OC
    -1%, 32%[activator][38.3 µM], -5%, -2%, 0.7%, -2%[46.1 µM], 12%, u
Oc1cccc(/C=N/c2c(-c3ccco3)nc3ccccn23)c1
    u, 13µM*, -4%, 24%, -2.4%, 10µM*, -109%, u
O=C(COc1ccc([N+](=O)[O-])cc1)NCCc1nc2ccccc2[nH]1
    x, x, -15%, x, 2.5%, 23%, -11%, 0%
CCCCc1n[nH]c2c1/C(=N/OCC)CC(C)(C)C2
    x, x, -19%, x, -6.2%, -12%, -14%, 1%
C/C(=N\NC(=O)CN1CCN(Cc2ccc(C)cc2)CC1)c1ccncc1
    0%, 3%, i, -5%, -1.0%, 22%, -1%, 7%
CCC(=O)Nc1cccc(-n2nnnc2SCC(=O)N(C(C)C)C(C)C)c1
    -1%, 4%, 0%, x, 4.3%, 2%, 9%, -2%
O=C(O)CCCNC(=O)CCn1nnc2ccccc2c1=O
    x, x, -6%, x, -2.1%, -16%, -5%, 1%
CC(C)(C)NCC(O)COc1cccc2[nH]c(=O)[nH]c12 (stereo unspecified)
    0%, 30%&0%, -2%, -11%&16%, -0.2%&0.8%, -3%[46.1 µM], 3%&3%, 1%
CCCCOC(=O)c1ccc(NS(=O)(=O)c2cc(-c3nnnn3CC)ccc2OC)cc1
    1%, 11%[38.3 µM], -14%, -12%, -1.9%, -18%[46.1 µM], 4%, 0%
O=C(Nc1ccc(S(=O)(=O)N2CCCCC2)cc1)c1cnccn1
    7%, -5%[38.3 µM], -3%, -46%[inhibitor], 3.8%, -4%[46.1 µM], 8%, -7%
CC(=O)Nc1cccc(/C(C)=N/NC(=O)c2ccc3c(c2)OCO3)c1
    -2%, 4%, 2%, 11µM*, -1.2%, -4%, 6%, 24%
CN(C)c1ccc(/C=N/N=C2/SC(CC(=O)O)C(=O)N2c2ccc(O)cc2)cc1 (stereo unspecified)
    5%, 9%, i, -7%, 1.1%, 3%, -28%, u
O=C(CN1C(=O)CSC1=O)N1CCc2ccccc2C1
    -2%, 14%[38.3 µM], -8%, 14%, -0.6%, -8%[46.1 µM], -12%, 13%
Cc1cc(-c2nn(-c3ccccc3F)cc2CN2CCCC(CO)C2)c(C)s1 (stereo unspecified)
    -2%, 9%, 15%, x, -1.1%, 4%, -1%, 3%
O=C(/C=C/c1ccc[nH]1)c1ccc(F)cc1
    -18%, 6%, -13%, u, -3.5%, -11%, 13%, -4%
CCOC(=O)Cn1cc(/C=N/NC(=O)c2cc3ccccc3o2)c2ccccc21
    x, x, -6%, x, -1.3%, -11%, 2%, -5%
COc1ccc(NC(=S)NCCCN2CCCC2=O)c(OC)c1
    -4%, 0%, 18%, 16%, -1.9%[10.1 µM], 6%, 22%, -13%
CCCCNc1cnn(-c2ccccc2)c(=O)c1Cl
    -2%, 1%, -11%, u, -1.5%, -1%, 14%, u
Nc1ncnc(Nc2cc(C(F)(F)F)cc(C(F)(F)F)c2)n1
    x, x, -2%, x, -1.1%, 3%, 4%, 1%
COc1cc(C(=O)N2CCN(C(=O)c3ccco3)CC2)cc(OC)c1OC
    1%, -18%[38.3 µM], -2%, -2%, 3.9%, 2%[46.1 µM], -16%, 3%
COc1ccc(NC(=O)CN2C(=O)c3cccc4cccc2c34)c(OC)c1
    3%, -5%[38.3 µM], -4%, -8%, -2.3%, -17%[46.1 µM], -16%, u
CCCOC(=O)c1ccc(NC(=O)c2cc(OC)c(OC)c(OC)c2Br)cc1
    0%, 26%[38.3 µM], -8%, -20%, 0.9%, u, -3%, -9%
COc1ccc([N+](=O)[O-])cc1NC(=O)C(C)c1ccccc1 (stereo unspecified)
    -2%, 9%, 2%, 5%, -1.0%, -7%, 2%, -3%
Cc1ccccc1/C=C/C12NC(=O)CN1c1ccccc1C2(C)C (stereo unspecified)
    x, x, i, x, -1.7%, -12%, 21%, -7%
Cc1sc(N)c(C(=O)c2cccc(C(F)(F)F)c2)c1C
    1%, 21%, -9%, x, -3.3%, x, 39%[activator], -29%
Cc1nonc1OCCNCCNc1ccc([N+](=O)[O-])cc1Cl
    3%, 9%, -1%, -12%, -1.1%, -16%, 21%, 2%
CCc1cccc(CC)c1N1C(=O)c2cc(N3CCOCC3)c([N+](=O)[O-])cc2C1=O
    -6%, 8%, i, -25%, -1.8%, -15%, 2%, -4%
COc1ccc(C2C3CCCCC3(O)CCN2C(=O)c2cccs2)cc1 (stereo unspecified)
    -1%, 3%, -5%, 8%, 1.1%, -1%, 5%, -20%
Cc1cc(OCC(=O)Nc2ccncc2)cc(C)c1Br
    -6%, 6%[38.3 µM], -4%, -6%, 0.0%, 5%[46.1 µM], 1%, -2%
O=C(NC(=O)c1ccccc1N1CCCCC1)Nc1ccc(Br)cc1
    x, x, 0%, x, -2.4%, -11%, 6%, -1%
CC(=O)CC(C)(C)S(=O)(=O)c1ccc(NC(C)=O)cc1
    -1%, 5%, i, -4%, -1.0%, 6%, 3%, 10%
N#C/C(=C(/O)COc1ccc(Br)cc1)c1nnc2n1CCCCC2
    4%, -5%, i, 9%, -2.1%, -6%, 9%, -28%
CCOC(=O)c1c(COc2ccccc2)oc2ccc(O)cc12
    -6%, -3%[38.3 µM], -12%, 1%, -3.2%, -18%[46.1 µM], 0%, -8%
CCOc1ccc(C(=O)NCC(=O)OCC(=O)Nc2ccccc2OC)cc1
    -3%, -1%[38.3 µM], 12%, -2%, 4.1%, -10%[46.1 µM], -2%, 7%
COC(=O)c1ccc(Cl)c(NC(=O)CN(c2ccccc2)S(=O)(=O)c2ccc(OC)cc2)c1
    x, x, -17%, x, -0.9%, -21%[46.1 µM], x, -1%
COCC(=O)c1[nH]c2ccccc2c1C
    -1%, -12%[38.3 µM], -11%, 9%, -0.3%, 6%[46.1 µM], 10%, 7%

Of the compounds above, these have a CF3 group.
Sequence of screens – KinaseGlo FLuc, IMPase Li inh, RECQ1 helicase, SMN2 splice up, Epigenetic derep, NPSR antagonist, RGS12 GoLoco inh, KDM4E inh
Nc1ncnc(Nc2cc(C(F)(F)F)cc(C(F)(F)F)c2)n1
    x, x, -2%, x, -1.1%, 3%, 4%, 1%
Cc1sc(N)c(C(=O)c2cccc(C(F)(F)F)c2)c1C
    1%, 21%, -9%, x, -3.3%, x, 39%[activator], -29%

(continued)
Sequence of screens – KinaseGlo FLuc, IMPase Li inh, RECQ1 helicase, SMN2 splice up, Epigenetic derep, NPSR antagonist, RGS12 GoLoco inh, KDM4E inh
CCCCC(CCC(=O)Nc1cccc([N+](=O)[O-])c1)C(=O)O (stereo unspecified)
    x, x, 11%, x, 0.0%, 13%, 4%, 4%
COc1ccc(Cc2nc(C(=O)Nc3ccc(F)cc3)cs2)cc1
    -2%, 39%[activator][38.3 µM], -6%, -32%[inhibitor], -7.3%, -16%[46.1 µM], 4%, -8%
O=C(NCCNCc1ccccn1)c1ccco1
    -4%, 2%, i, 9%, 1.1%, 8%, 6%, 9%
O=C(Nc1cccc(S(=O)(=O)Nc2ccc(Cl)cc2)c1)c1ccc[n+]([O-])c1
    x, x, -8%, x, -1.1%, 13%, 10%, -12%
CC(C)(C)NC(=O)CSc1nncn1-c1ccccc1
    -6%, 30%[38.3 µM], i, x, -1.0%, -7%[46.1 µM], -7%, -1%
CC(=O)N1CCN(c2ccccc2NC(=O)COc2ccc(Br)cc2)CC1
    1%, 18%[38.3 µM], -14%, -12%, 0.0%, u, -3%, 15%
CCNC(=O)NC(=O)C(C)OC(=O)c1ccc(SC)cc1OC (stereo unspecified)
    2%, -3%, 2%, -39%[inhibitor], -1.5%, 8%, 48%[activator], 2%
CCC(C)[C@H](NC(=O)NCCC1=CCCCC1)C(=O)O (stereo partly specified)
    x, x, -1%, x, 4.5%, 11%, 1%, -3%
CCOC(=O)c1[nH]cnc1C(=O)Nc1ccccc1
    0%, 3%, 4%, x, 0.3%, -9%, -2%, -4%
Cc1cc(N)n2nc(C)c(-c3ccc(Cl)cc3)c2n1
    4%, 6%, i, x, 1.1%, 26%, 7%, -2%
CC(=O)c1cnc(N(C)C)s1
    0%, -10%, -2%, 12%, 2.0%, 0%[46.1 µM], -26%, 7%
C#CCNc1ccc(C(=O)OCC)cc1
    x, x, i, x, 1.1%, 10%, -2%, -4%
